Screening results deposited in PubChem by National Center for Advancing Translational Sciences (NCATS).
Integrin act MD: activates integrin-mediated alleviation for muscular dystrophy. alpha7betagal myoblasts, beta-gal FDG fluorescence, 48 h. Potency, µM (series often up to 38.3 µM), for inactives: top-dose activation, hits mostly activators. 350,000 tested, 0.064% active;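 further: potency means the concentration at half of the fitted maximal effect; 100% = response of the positive control SU9516; nearly all actives have a fitted effect of over 60% in size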
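Alpha7betagal+/- myoblasts (passage 13) were plated 16-24 hr, then exposed to compounds (1:260 dilution of DMSO stock) for 48 hours at 37C. After MPER lysis, β-galactosidase reporter activity was read as FDG fluorescence (ex 480/em 540) after 30 minutes.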
Tb PFK inh: T. brucei PFK enzyme inhibition | T. brucei PFK, ADP-Glo luminescence | Potency, µM (doses to about 57.5 µM), for inactives: at the top dose activity, negative = inhibition, most hits filed as inhibitors | 330,000 tested, 0.17% active | AID 485367;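 further: potency means the concentration at half of the fitted maximal effect; 0% = uninhibited 1x PFK enzyme wells and -100% = no-enzyme wells; nearly all actives have a fitted effect of over 60% in size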
Target sequence (O15648 whole entry, looked up): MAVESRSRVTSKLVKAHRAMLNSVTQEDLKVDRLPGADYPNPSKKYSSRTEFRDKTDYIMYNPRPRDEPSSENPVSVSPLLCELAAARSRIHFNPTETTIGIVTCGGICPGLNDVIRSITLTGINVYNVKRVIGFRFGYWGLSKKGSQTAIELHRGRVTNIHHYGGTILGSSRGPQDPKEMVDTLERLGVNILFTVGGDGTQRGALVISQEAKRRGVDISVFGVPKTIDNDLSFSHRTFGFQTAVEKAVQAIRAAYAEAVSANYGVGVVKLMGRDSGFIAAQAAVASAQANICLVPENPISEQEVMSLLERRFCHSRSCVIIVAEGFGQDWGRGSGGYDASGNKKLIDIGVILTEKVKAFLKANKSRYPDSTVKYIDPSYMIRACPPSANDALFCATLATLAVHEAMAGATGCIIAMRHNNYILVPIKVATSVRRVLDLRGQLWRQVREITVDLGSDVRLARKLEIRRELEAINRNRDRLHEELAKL
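Activity is normalized to no-enzyme wells (full inhibition) and 1.25 nM enzyme wells (no inhibition). Reaction: 0.5 mM F6P, 0.1 mM ATP, 45 min RT, ADP-Glo luminescence; concentration-response curves fitted and classed by quality.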
A-T KAP1 phos: potential ataxia-telangiectasia treatments restoring KAP-1 phosphorylation | […] A-T fibroblasts, KAP-1 phosphorylation AlphaLISA; neocarzinostatin DNA damage 30 min before lysis | Potency, µM (doses to about 57.5 µM), without a hit: at the top dose activation, hits mostly activators | 320,000 tested, 0.19% active; further: potency means the concentration at half of the fitted maximal effect; % of control where 0% means no effect; nearly all actives have a fitted effect of over 45% in size
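hTERT-immortalized A-T patient fibroblasts ([…]), 500 cells/well in OPTI-MEM, 1% FBS, got compounds for 60 min, then NCS for 30 min at 37C. Lysates were then assayed for phospho-KAP-1 by AlphaLISA (anti-pKAP1 donor, anti-KAP1 acceptor beads), 6 hr at 25C.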
Mito fusion yeast: inhibitors of mitochondrial division or activators of mitochondrial fusion. S. cerevisiae fusion-defective mutant growth rescue, CellTiterGlo 48 h. 320,000 tested, 0.23% active. Potency, µM (series often up to 46.1 µM), without a hit: top-dose growth rescue (activation), actives largely listed as activators. AID 485298;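 further: potency means the concentration at half of the fitted maximal effect; % of control where 0% means no effect; nearly all actives have a fitted effect of over 45% in size; temperature-sensitive fusion mutants such as fzo1-1 at 37 °C on non-fermentable ethanol glycerol medium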
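S. cerevisiae fusion-defective temperature-sensitive mutants (e.g. fzo1-1, mgm1-5) grown 48 h at 37C in YPEG (ethanol/glycerol non-fermentable) medium with 23 nl compound per well; growth rescue read as CellTiterGlo luminescence.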
S-ASM inh: human S-ASM enzyme inhibition; P17405; placental ASM, HMU-PC fluorogenic substrate, 60 min; Potency, µM (highest dose often 57.5 µM), for the others: top-dose activity change, negative = inhibition, usual class: inhibitors; 340,000 tested, 0.006% active; AID 504937; further: potency means the concentration at half of the fitted maximal effect
Target sequence (P17405 47-631 limits assumed): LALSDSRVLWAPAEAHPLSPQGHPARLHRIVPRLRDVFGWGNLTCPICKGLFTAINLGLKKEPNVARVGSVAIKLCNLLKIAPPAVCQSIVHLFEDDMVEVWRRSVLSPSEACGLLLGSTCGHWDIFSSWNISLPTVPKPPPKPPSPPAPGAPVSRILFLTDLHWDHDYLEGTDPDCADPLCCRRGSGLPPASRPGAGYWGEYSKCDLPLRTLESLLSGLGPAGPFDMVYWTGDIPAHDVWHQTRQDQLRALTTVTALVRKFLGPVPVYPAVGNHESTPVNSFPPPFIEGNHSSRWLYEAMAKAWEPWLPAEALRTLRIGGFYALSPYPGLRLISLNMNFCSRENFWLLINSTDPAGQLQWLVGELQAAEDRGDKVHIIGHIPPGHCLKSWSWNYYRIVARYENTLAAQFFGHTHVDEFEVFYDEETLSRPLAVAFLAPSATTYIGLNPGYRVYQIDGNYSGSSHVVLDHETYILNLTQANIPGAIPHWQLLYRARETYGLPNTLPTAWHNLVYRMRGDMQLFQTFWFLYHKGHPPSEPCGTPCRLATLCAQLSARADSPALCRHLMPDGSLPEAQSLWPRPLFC
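qHTS format. ASM enzyme prepared from human placenta hydrolyses the fluorogenic substrate HMU-PC0 (9 uM final) over 60 min at 37 °C after a 10 min compound preincubation.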
ELG1 repair inh: inhibitors of ELG1-dependent DNA repair in HEK293T cells. HEK293T ELG1-luciferase reporter, luminescence, 16 h; DNA damage induced by 5-fluorouridine. Potency, µM (top dose mostly 46.1 µM), without a hit: at the top dose activity change, negative = inhibition, usual class: inhibitors. 330,000 tested, 2.3% active. AID 504467; further: potency means the concentration at half of the fitted maximal effect; on the % scale 0 is the no-effect control and ±100 the full control effect; nearly all actives have a fitted effect of over 55% in size
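Step one: seed 2,000 cells per well. Step two: pin-transfer compound or DMSO alongside 5-fluorouridine. Step three: incubate 16 hr, 37 °C, 5% CO2. Step four: add ONE-Glo, wait 30 min, read luminescence.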
Eya2 inh: Eya2 (human) phosphatase inhibition; recombinant Eya2, OMFP fluorescence dephosphorylation (OMFP is methylfluorescein phosphate); Potency, µM (doses to about 76.9 µM), for inactives: at the highest dose activity, negative = inhibition, most hits filed as inhibitors; 330,000 tested, 0.006% active; further: potency means the concentration at half of the fitted maximal effect; on the % scale 0 is the no-effect control and ±100 the full control effect
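Eya2 (0.2 uM) preincubated 10 min at ambient with compound, then OMFP substrate added at 50 uM; 10 min reaction in 50 mM HEPES pH 7.5, 50 mM NaCl, 5 uM MgCl2, 0.05% BSA, 1 mM DTT. Fluorescence read at Ex 485/Em 525 nm.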
TSG101-PTAP inh: blocks PTAP/TSG101 interaction to inhibit HIV-1 budding | Q99816 | Fluorescence polarization, FITC-PTAP peptide / Tsg101 binding | Potency, µM (series often up to 115 µM), for the others: at the highest dose activity change, negative = inhibition, hits mostly inhibitors | 340,000 tested, under 10 active | AID 493005; active means well fitted inhibition curve with a large enough effect in the main read-out, with a control signal flat, not every such curve was filed as active; inconclusive means small, poorly fitted or top-dose-only effect, or effect the other way, or a change in a side signal; inactive means no such curve, though single readings can be large or run the other way; further: potency means the concentration at half of the fitted maximal effect; % of control where 0% means no effect
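FP read-out: FITC-PTAP peptide, 50 nM final, binding Tsg101 binding domain, 10 uM final; 20 min, r.t.; 10 mM HEPES pH 7.5, 0.15 M NaCl, 0.01% Tween 20, 3 mM EDTA, 0.1 mM TCEP.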
TCR activator: activators of T cell receptors; primary human leukocytes, anti-CD3, IL-2 HTRF, 48 h; 330,000 tested, under 10 active; Potency, µM (highest dose often 9.22 µM), for inactives: at the top dose activation of IL-2 secretion, hits mostly activators; further: % of control where 0% means no effect
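Primary human leukocytes were stimulated with a-CD3 beads plus compounds for 48 hr without co-stimulation; secreted IL-2 was quantified by HTRF using a-IL-2-K (europium cryptate) and a-IL-2-d2, excited at 320nm with acceptor emission read at 665nm.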
BCR signal inh: blocks chronic active B-cell receptor signaling. 340,000 tested, 0.05% active. Potency, µM (series often up to 46.1 µM), without a hit: at the highest dose ratio change, negative = lower green/red ratio, actives largely listed as inhibitors. ABC-DLBCL IkBa-CBG/CBR reporter, luminescence ratio, 4 h; active means well fitted inhibition curve with a large enough effect in the signal ratio, with a control signal flat, not every such curve was filed as active; inconclusive means small, poorly fitted or top-dose-only effect, or effect the other way, or a change in a side signal; the % refers to the signal ratio;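 further: potency means the concentration at half of the fitted maximal effect; plate controls were basal doxycycline-induced cells for no effect and cells given 10 µM MG132 for full effect; MG132 reads +100%, hits lower the ratio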
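TMD8 human ABC-DLBCL cells with doxycycline-inducible IκBα–green luciferase fusion and unfused red luciferase, in 0.5% FBS medium; compounds up to 46 uM, 4 h at 37C. Green/red luminescence ratio, filter-overlap corrected, fitted to concentration-response curves.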
TSHR antag: antagonists of human thyroid stimulating hormone receptor; 330,000 tested, 0.2% active; activity change, negative = inhibition, % at 11.5 µM; TSHR-expressing cells, TSH-stimulated cAMP HTRF, 2 h; stronger effect = lower value;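 active means activity change below a set negative limit, meaning inhibition stronger than a set level, cut at about -70% in these data; inconclusive means activity change between two set negative limits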; further: on the % scale 0 is the no-effect control and ±100 the full control effect
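Read-out is FRET at 665 nm (cryptate excitation 337 nm) from a cryptate-tagged anti-cAMP antibody, competed by cell cAMP against cAMP-d2. Compounds are tested on freshly harvested TSHR cells challenged with 4nM TSH (EC80) for 2 hours at 37 deg C.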
Active calls of the source: *; ? = inconclusive; / = not tested or not shown; [ ] = dose if it differs, or a comment. Unless noted, the call rests on the fitted dose curve; in most records, active means well fitted curve in the direction sought with a large enough effect; inconclusive means small, poorly fitted or top-dose-only effect, or another doubt; inactive means no such curve, though single readings can be large; an effect the other way counts as inactive or inconclusive. Compounds were not picked by outcome; overall some 3.2% were active at least once.

Every second line gives: Eya2 inh | BCR signal inh | ELG1 repair inh | TCR activator | Mito fusion yeast | TSHR antag | A-T KAP1 phos | Tb PFK inh | TSG101-PTAP inh | S-ASM inh | Integrin act MD
CCN(CC)CCOC(=O)c1ccc(N/C=C(/C#N)c2nc(-c3ccc(OC)cc3)cs2)cc1
→ 3% | -5% | 2% | 2% | -1% | -7 | 10% | ? | 2% | -23% | -40%
Cc1ccc(NC(=O)CN2C(=O)COc3ccc(S(=O)(=O)N4CCOCC4)cc32)cc1N(C)C
→ 1% | 1% | 0% | -2% | -11% | -2 | 0% | 13% | 0% | -1% | -25%
O=C(CSC(=S)N1CCCCC1)Nc1nc(-c2ccccc2)c(-c2ccccc2)o1
→ ? | 1% | -11% | 2% | -3% | -1 | -4% | -6% | 0% | 0% | -22%
CCOC(=O)c1cc(NC(=O)c2ccoc2C)cc(C(=O)OCC)c1
→ -2% | ? | 9.2µM* | / | 10% | 8 | -3% | -7% | -9% | -14% | -29%
O=C(N/N=C\c1ccc(OC(=O)c2cccs2)cc1)c1ccc(Cl)cc1
→ 1% | ? | 29% | 0%[46.1 µM] | 1% | 53 | 2% | ? | -2% | -1% | 0%
CCN(CC)c1ccc(S(=O)(=O)N2CCOCC2)cc1NC(=O)CN1CCc2ccccc2C1
→ 2% | ? | ? | -1% | 1% | 0 | 1% | 1% | -2% | -6% | 6%
CCN(CC)S(=O)(=O)c1cccc(NC(=O)C2CC(=O)N(c3ccc4c(c3)OCCO4)C2)c1 (centres undefined)
→ -18% | -5% | ? | -2% | -1% | -13 | 2% | 2% | -4% | -1% | -24%
CCc1ccccc1Nc1nc2ccccc2n1C
→ -25% | 6% | -4% | / | -7% | -2 | 1% | -1% | 0% | 1% | ?
O=C(Nc1nc2ccccc2s1)c1ccc2c(c1)OCO2
→ -3% | ? | ? | -4%[46.1 µM] | 1% | -19 | 5% | 0% | -3% | 3% | ?
COc1cc(NC(=O)CN(C)Cc2ccc(OC(F)F)cc2)c(C)cc1[N+](=O)[O-]
→ 7% | ? | ? | -5%[46.1 µM] | -3% | -8 | -1% | 10% | -9% | -2% | -24%
COc1ccc(C)cc1NC(=O)c1ccc(OC(F)F)cc1
→ -2% | ? | -6% | -1%[46.1 µM] | 25% | -3 | 5% | 0% | 0% | -1% | 23%
CCN1C(=O)C(O)(CC(=O)c2ccc(-n3cccc3)cc2)c2ccccc21 (centres undefined)
→ 0% | 0% | -9% | 1%[46.1 µM] | 0% | 0 | 0% | 2% | -4% | -4% | -11%
COc1ccc(-c2nnc(NC(=O)c3ccccc3[N+](=O)[O-])s2)c(OC)c1
→ 5% | -15% | 24% | 1% | 0% | 20 | -9% | -3% | -1% | 3% | -16%
COc1cc(NC(=O)C2CCCO2)c(OC)cc1Cl (centres undefined)
→ 12% | -24% | 14% | 1%[46.1 µM] | 3% | -7 | -12% | -4% | -10% | 0% | ?
COc1ccc(-c2cccc(-c3cc(=O)oc4cc(OC)c(OC)c(OC)c34)c2)cc1
→ -9% | ? | ? | -3%[46.1 µM] | / | -4 | 11% | 0% | -4% | -17% | -20%
CC(C)(C)C(=O)COC(=O)CCc1nc2ccccc2[nH]c1=O
→ 0% | 3% | 7% | 0% | -3% | 5 | -3% | 0% | -9% | 15% | 4%
Nc1nonc1-n1nnc(C(=O)N/N=C/c2ccccc2)c1CSc1ccccc1
→ -12% | 3% | -6% | 2% | 0% | 5 | 11% | 0% | 2% | -4% | 3%
CCCc1cc(C(=O)Cc2nc3ccccc3s2)c(O)cc1O
→ -9% | ? | ? | 0% | 1% | -36 | -2% | 2% | -1% | 471%[activator] | 2%
O=C(CSc1cccc[n+]1[O-])Nc1ccc2c(c1)OCO2
→ -5% | 0% | 19% | -16% | 4% | 6 | 16% | 0% | -3% | 1% | -7%
O=C(Cn1cnc2c(OCc3ccccc3)ncnc21)NCc1ccccc1
→ -10% | 1% | -8% | 1% | / | -1 | 11% | -10% | -3% | 0% | -25%
Cn1c(SCC(=O)N/N=C/C=C\c2ccco2)nc2ccccc21
→ 12% | 1% | 0% | -1% | -3% | -13 | 8% | 4% | -2% | -5% | -31%
CCN(CC)CCN(C(=O)c1ccc([N+](=O)[O-])cc1)c1nc2c(OC)cccc2s1
→ -9% | -4% | 6% | -4% | -1% | 7 | 1% | -5% | -4% | 4% | -32%
O=C(Cn1nc(Cl)nc1Cl)Nc1ccccc1
→ 9% | -1% | -3% | 1% | -8% | -2 | 7% | 3% | -3% | -1% | 0%
Cc1nc(SCC(=O)NCCc2ccccc2)n[nH]1
→ -4% | -2% | 0% | 4% | 0% | 5 | 1% | -2% | -1% | 4% | -11%
CCOC(=O)C1=C(N)Oc2cc(C)n(C)c(=O)c2C1c1ccncc1 (centres undefined)
→ -2% | 0% | 2% | -2% | -2% | -4 | -1% | -6% | -9% | 6% | 21%
COC(=O)c1ccncc1C(=O)Nc1ccc(OC)cc1
→ -28% | -1% | -19% | -6% | -1% | 2 | -2% | 2% | -8% | 6% | 7%
Cc1sc2ncnc(NC(C)C(=O)O)c2c1C (centres undefined)
→ 8% | 2% | 7% | -2% | -4% | -4 | 6% | 5% | -6% | 3% | 32%
CCN(CC)c1ccc(NC(=O)/C=C/c2cc(Br)ccc2OC)cc1
→ -1% | -2% | 2% | 2% | 0% | 13 | -23% | -3% | 0% | -26% | -51%[inhibitor]
Cc1ccc(-n2c(=O)c3cc4c(=O)n(-c5ccc(C)c(C)c5)c(=O)c4c(C(=O)c4ccc(C(=O)O)cc4)c3c2=O)cc1C
→ 1% | -5% | 24% | 15% | 2% | 5 | 10% | -8% | -7% | 2% | ?
Cc1c(OCc2ccccc2)cccc1OCc1ccccc1
→ 2% | 6% | ? | 7% | 5% | -7 | 17% | 0% | -3% | -1% | -2%
Cc1cc(C)c(OCC(=O)Nc2nc(-c3ccccn3)cs2)c(C)c1
→ -1% | -5% | ? | -3% | 6% | -5 | 4% | 1% | 0% | -4% | -30%
Cc1cc2ccccn2c1C(=O)c1ccc([N+](=O)[O-])cc1[N+](=O)[O-]
→ 6% | -14% | ? | -11% | -8% | 2 | -4% | -2% | -4% | -5% | -21%
Cc1ccc(N(C(=O)c2nsc(Cl)c2Cl)C(C(=O)NC2CCCC2)c2ccc(O)cc2)cc1C (centres undefined)
→ -5% | ? | -14% | 3% | 0% | 5 | -1% | 7% | -1% | 1% | 0%
CCCn1nc(NS(=O)(=O)c2ccc(F)cc2)c2cc3ccccc3nc21
→ -8% | 4% | 0% | 11% | 10% | -17 | -2% | 2% | -6% | -3% | 7%
Cc1c(C)n2c(SCC(=O)N3CCN(c4ccccc4)CC3)nnc2[nH]c1=O
→ -9% | -1% | 17% | -5% | -4% | -6 | 6% | 1% | -3% | -1% | 9%
COc1cc(OC)cc(-c2c(-c3cccs3)c3cc(-c4ccc(OC)c(F)c4)ccc3n2C)c1
→ 0% | ? | 15% | -16% | -2% | -2 | 8% | 3% | 0% | 103%[activator] | -18%
O=C(CN1C(=O)NC2(CCc3ccccc3C2)C1=O)Nc1ccc(F)cc1 (centres undefined)
→ 3% | -13% | 7% | -2%[46.1 µM] | -2% | 20 | 1% | -3% | -3% | 2% | 20%
Cc1cc(NC(=O)CSCC(=O)Nc2cc(C(F)(F)F)ccc2N2CCOCC2)no1
→ 6% | 6% | 4% | 10% | 0% | 0 | 4% | -4% | -3% | -1% | 13%
COc1ccccc1N1CCN(C(C)C(=O)Nc2ccc(S(=O)(=O)N3CCOCC3)cc2)CC1 (centres undefined)
→ 1% | ? | 3% | 5% | 4% | -5 | -4% | 1% | -1% | 0% | 0%
